Pf Dd2 growth = inhibitors of Plasmodium falciparum Dd2 growth. P. falciparum Dd2 growth, SYBR Green, 72 h. hit rate 4.3% among 120,000. Potency, µM (titrated, usually from 28.9 µM), inactives show top-dose activity, negative = inhibition, hits mostly inhibitors; active means well fitted inhibition curve with a large enough effect; inconclusive means small, poorly fitted or top-dose-only effect; inactive means no such curve, though single readings can be large or run the other way;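 further: plate controls were DMSO vehicle for no effect and reference drug for full effect; nearly all actives have a fitted effect of over 65% in size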
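Infected erythrocytes (Dd2, 0.3% parasitemia, 2.5% hematocrit final) are added to compound in RPMI-1640/Albumax II medium, grown 72 h at 37C in low oxygen, then lysed with saponin/Triton-X containing SYBR Green and read by fluorescence.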
Active calls of the source: *; [ ] = another dose, or the depositor's remark. Potency means the concentration at half of the fitted maximal effect.

Results for COc1ccc(NC(=O)[C@H]2O[C@@H]3OC(C)(C)O[C@@H]3[C@H]3OC(C)(C)O[C@H]32)c(OC)c1 ?
Pf Dd2 growth: 28%

What do the screens show for `Cc1cccc(NC(=O)N2CC(Oc3ccccc3-c3noc(C)n3)C2)c1`?
Pf Dd2 growth: inconclusive

How did CCOc1ccccc1NS(=O)(=O)c1c(C)nc2sccn2c1=O do in these assays?
Pf Dd2 growth: inconclusive

Results for Cc1ncccc1Oc1ncnc(-c2cc(N)nc3[nH]ccc23)c1C ?
Pf Dd2 growth: -19%

Results for CC(C)(C)c1nnc([C@H]2CCN(Cc3cnc4ccccc4c3)C2)o1 ?
Pf Dd2 growth: inactive

What do the screens show for `CN(Cc1ccccc1)C(=O)C1CCC(CNS(=O)(=O)c2ccc3c(c2)CCCC(=O)N3)CC1` (stereo unspecified)?
Pf Dd2 growth: -1%

How did Cc1nn2c(=O)cc(COC(=O)CNC(=O)c3ccc(F)cc3)nc2s1 do in these assays?
Pf Dd2 growth: 13%[5.79 µM]

Results for COc1ccc(CC(=O)N2CCC3(CC2)CN(C(=O)c2ccc(OC)cc2)CCO3)cc1 ?
Pf Dd2 growth: 21%

What do the screens show for `COc1ccccc1OCCCN1CCN(Cc2ccccc2)CC(O)C1` (stereo unspecified)?
Pf Dd2 growth: inconclusive

What do the screens show for `CC(C)Oc1cccc2c1c(NC(=O)C1CCCO1)nn2Cc1ccccc1` (stereo unspecified)?
Pf Dd2 growth: inactive

Results for CN1C(=O)COC[C@@H]1[C@H](O)c1ccc(NC(=O)c2ccccc2)cc1 ?
Pf Dd2 growth: inconclusive

How did COc1ccc(S(=O)(=O)N2CCN(c3ccccc3OC)CC2)cc1-c1noc(C)n1 do in these assays?
Pf Dd2 growth: -2%

Results for O=C(NCc1ccc(OC(F)(F)F)cc1)NC1CCc2n[nH]c(=O)n2CC1 (stereo unspecified) ?
Pf Dd2 growth: inactive

What do the screens show for `CC(=O)c1cc2c(cc1N/C(=N/S(=O)(=O)c1ccc(Br)cc1)c1ccccc1)OCO2`?
Pf Dd2 growth: -7%

Results for Cc1ccc(C)c(CN2C(=O)c3ccccc3S(=O)(=O)c3ccc(C(=O)N4CCCCCC4)cc32)c1 ?
Pf Dd2 growth: inconclusive

Results for COc1ccc(C2c3c(n(C)c4ccccc34)C(=O)N2CC(=O)Nc2ccc(Cl)cc2)cc1 (stereo unspecified) ?
Pf Dd2 growth: inconclusive

What do the screens show for `C=CCN(C)C[C@H]1CN2CC[C@H]1C[C@@H]2CNS(C)(=O)=O`?
Pf Dd2 growth: 15%[44.1 µM]

What do the screens show for `Fc1ccc(-c2cnc3n2C[C@H](CNCC2CCCCC2)OC3)cc1`?
Pf Dd2 growth: inconclusive

What do the screens show for `COc1ccc(C(=O)N2CCCC(Cc3ncc(C)n3Cc3ccc(F)cc3)C2)cn1` (stereo unspecified)?
Pf Dd2 growth: inactive

What do the screens show for `Cc1ccc(Cn2c(CNC(=O)c3cccc(C)c3)nc3ccccc32)cc1`?
Pf Dd2 growth: -15%

How did COc1ccccc1-c1ccc2c(n1)CN(Cc1csc(C)n1)C(=O)CO2 do in these assays?
Pf Dd2 growth: -9%[44.1 µM]

What do the screens show for `O=C(NCc1cccnc1)c1c(OCC2CC2)cc(=O)n2c1CCCCC2`?
Pf Dd2 growth: -10%

How did Cc1ccc(S(=O)(=O)c2[nH]c(-c3ccccc3)nc2SC(C)C(=O)O)cc1 (stereo unspecified) do in these assays?
Pf Dd2 growth: -22%

Results for Cc1ccc(NCc2ccccc2-c2nnc(-c3ccccc3Cl)o2)cc1Cl ?
Pf Dd2 growth: -24%

Results for Cc1ccccc1CNC(=O)COc1ccc(NC(=O)C2CC2)cn1 ?
Pf Dd2 growth: -10%

How did CCN(c1ccccc1)S(=O)(=O)c1nnc(NC(=O)C(C)(C)C)s1 do in these assays?
Pf Dd2 growth: -8%

How did CN1CCC2(Cc3ccccc3CN(C(=O)Cc3ccccc3)C2)C1 (stereo unspecified) do in these assays?
Pf Dd2 growth: inconclusive

How did COc1cc(C(=O)Nc2ccc(OCc3cc(=O)n4cc(C)sc4n3)cc2)cc(OC)c1OC do in these assays?
Pf Dd2 growth: 15%

How did O=C(NCc1ccnc2[nH]ccc12)c1ccc2ccccc2n1 do in these assays?
Pf Dd2 growth: 1%[44.1 µM]

Results for CNC(=O)N1CCCN(C)c2ccccc21 ?
Pf Dd2 growth: 18%

How did O=C(CN1C(=O)NC2(CCCCC2)C1=O)N1CCCCCC1 do in these assays?
Pf Dd2 growth: -14%

How did Cc1ccc(S(=O)(=O)NCc2nc3cccnc3n2Cc2ccccc2Cl)c(C)c1 do in these assays?
Pf Dd2 growth: inactive

Results for CN(C(=O)C1CC1)C1CCCc2ccccc21 (stereo unspecified) ?
Pf Dd2 growth: inconclusive

How did O=C(Cc1ccccc1)Nc1ccc([C@@H](O)[C@H]2COCC(=O)N2Cc2ccccn2)cc1 do in these assays?
Pf Dd2 growth: -25%[44.1 µM]

What do the screens show for `CC(=O)Nc1ccccc1-c1nc2ccccc2n(C(C)C(=O)Nc2ccccc2C(F)(F)F)c1=O` (stereo unspecified)?
Pf Dd2 growth: -15%

How did O=C1CCN(C(=O)CCCc2ccccc2)CCCC(CO)CCN1 (stereo unspecified) do in these assays?
Pf Dd2 growth: 9%

Results for O=C(NCc1ccccn1)C1CCN(C(=O)C2(c3ccc(F)cc3)CC2)CC1 ?
Pf Dd2 growth: 1%

What do the screens show for `CCN(CC)CCNC(=O)C1CCCN(c2ncnc3onc(C)c23)C1` (stereo unspecified)?
Pf Dd2 growth: -9%

How did CC(=O)c1ccc(Oc2nc(C)nc3c2oc2ccccc23)cc1 do in these assays?
Pf Dd2 growth: 4%

What do the screens show for `Cc1cc(C)n(CCC(=O)NCC2Cn3cccc3C(=O)N2Cc2ccccc2)n1` (stereo unspecified)?
Pf Dd2 growth: inconclusive

How did CN1CCCCCCN(S(=O)(=O)c2ccccc2)CCC1=O do in these assays?
Pf Dd2 growth: -9%

What do the screens show for `COCc1nc(NCCc2nc(-c3ccccn3)no2)c2cnn(C)c2n1`?
Pf Dd2 growth: -7%

Results for COc1cc(OC)c(OC)cc1CN1CCC(O)(CN2CCCC2)CC1 ?
Pf Dd2 growth: 8%

What do the screens show for `COc1cccc(CNC(=O)C2=C(C)C(=O)OC23CCCCCC3)c1`?
Pf Dd2 growth: -20%

What do the screens show for `COCCNc1ncc(-c2ccc(O)cc2)c2c1OCC2`?
Pf Dd2 growth: 6%[44.1 µM]

Results for CCCS(=O)(=O)N1CC[C@H](c2nc(C)no2)[C@H](NC(=O)COC)C1 ?
Pf Dd2 growth: inactive[5.79 µM]

What do the screens show for `CC1CCC(NC(=O)c2nnn3c2COC(c2ccc(F)cc2)C3)CC1` (stereo unspecified)?
Pf Dd2 growth: inconclusive

Results for CC1=C(C(=O)Nc2cccnc2)C(c2ccc(Cl)cc2)n2nc(SCc3ccccc3)nc2N1 (stereo unspecified) ?
Pf Dd2 growth: inconclusive

Results for O=C(COCc1cc(-c2ccc3c(c2)OCO3)on1)Nc1cc(C(F)(F)F)ccc1Cl ?
Pf Dd2 growth: 126%[activator]

Results for CC(C)c1ccc(NC(=O)Cn2nnc(C(=O)NCc3ccc(Cl)cc3)c2N)cc1 ?
Pf Dd2 growth: 58%[activator]

How did COc1ccc(-c2cc(C(C)=O)c(C)n2CCC(=O)Nc2cc(Cl)ccc2C)cc1 do in these assays?
Pf Dd2 growth: inconclusive

What do the screens show for `CC(=O)N1CCOc2ccc(CCC(=O)NCc3nc4ccccc4n3C)cc2C1`?
Pf Dd2 growth: 32%

How did CC1CCc2onc(C(=O)N3CCN(c4cccc(C(F)(F)F)c4)CC3)c2C1 (stereo unspecified) do in these assays?
Pf Dd2 growth: -17%

Results for Cc1ccc(-c2cc3c(nc2-c2ccccc2)nc(C(=O)NCCN(C)C)n3C)cc1 ?
Pf Dd2 growth: inconclusive

How did CCc1ccccc1NC(=O)c1oc(=O)c2ccccc2c1-c1ccccc1 do in these assays?
Pf Dd2 growth: inactive

Results for COc1ccc(O[C@H]2COCCN(S(=O)(=O)c3ccc(F)cc3)C2)cc1 ?
Pf Dd2 growth: -17%[44.1 µM]

Results for O=C(Nc1ccc(F)c(F)c1)c1ccc(=O)n(Cc2ccc(F)cc2)c1 ?
Pf Dd2 growth: inconclusive

What do the screens show for `COc1ccc(C(=O)NCC2Cn3cccc3CN2Cc2cccnc2)cc1` (stereo unspecified)?
Pf Dd2 growth: inconclusive

What do the screens show for `COc1ccc(NC(=O)N2CCc3c(nc4cc(-c5ccccc5)[nH]n4c3=O)C2)c(OC)c1`?
Pf Dd2 growth: inconclusive

How did COc1ccc(-c2cc3nc(-c4ccc(Br)cc4)cc(C(F)(F)F)n3n2)cc1 do in these assays?
Pf Dd2 growth: 31%[activator]

In the list so far, these have bromine.
What do the screens show for `CC(=O)c1cc2c(cc1N/C(=N/S(=O)(=O)c1ccc(Br)cc1)c1ccccc1)OCO2`?
Pf Dd2 growth: -7%

How did COc1ccc(-c2cc3nc(-c4ccc(Br)cc4)cc(C(F)(F)F)n3n2)cc1 do in these assays?
Pf Dd2 growth: 31%[activator]

Additional results
How did CCC(=O)N1CCc2cc(S(=O)(=O)NC(Cc3ccccc3)C(=O)O)ccc21 (stereo unspecified) do in these assays?
Pf Dd2 growth: 6%

What do the screens show for `CCOc1ccccc1NC(=O)N1c2ccccc2CC1c1noc(C(C)C)n1` (stereo unspecified)?
Pf Dd2 growth: inactive

How did CC(CNC(=O)c1ccc(CSc2nc3ccncc3n2Cc2ccccc2)cc1)c1ccccc1 (stereo unspecified) do in these assays?
Pf Dd2 growth: inconclusive

How did O=c1oc2ccc3ccccc3c2cc1-c1nnc(Nc2cccc(C(F)(F)F)c2)s1 do in these assays?
Pf Dd2 growth: 8%

How did Cc1noc(Cn2c(=O)c3cc4c(cc3n(CC(=O)Nc3cccc(Cl)c3)c2=O)OCO4)n1 do in these assays?
Pf Dd2 growth: inconclusive

What do the screens show for `CN(C)c1ccc(Nc2ncnc3c2c(-c2ccccc2)cn3-c2cccc(Cl)c2)cc1`?
Pf Dd2 growth: inconclusive

What do the screens show for `COc1ccc(-c2onc(C)c2C)cc1S(=O)(=O)Nc1ccc(OC(F)(F)F)cc1`?
Pf Dd2 growth: -4%

What do the screens show for `CC(NC(=O)c1cc(-c2ccc(F)cc2)cn1C)c1ccccn1` (stereo unspecified)?
Pf Dd2 growth: inactive

What do the screens show for `CCc1noc(-c2cccn3c(CNC(=O)CCc4ccccc4)nnc23)n1`?
Pf Dd2 growth: inconclusive

How did Cc1ccc(NC(=O)CN2C(=O)CCn3nc(-c4cccn4C)cc32)c(Cl)c1 do in these assays?
Pf Dd2 growth: inconclusive

What do the screens show for `COCCN1C(=O)c2ccccc2C(C(=O)Nc2cccc(C)n2)C12CCCC2` (stereo unspecified)?
Pf Dd2 growth: inconclusive

Results for NCC(=O)N1CCCCCCNC(=O)CC1c1ccccc1 (stereo unspecified) ?
Pf Dd2 growth: -28%

What do the screens show for `CSc1ccccc1NC(=O)CCS(=O)(=O)c1nc(-c2ccc3c(c2)OCO3)cc(C(F)(F)F)n1`?
Pf Dd2 growth: 59%[activator][5.79 µM]

How did O=C(Nc1ccc(Cl)c(C(F)(F)F)c1)c1cc2nc(-c3ccc4c(c3)OCO4)cc(C(F)(F)F)n2n1 do in these assays?
Pf Dd2 growth: 62%[activator]

What do the screens show for `Cc1ccc2oc(C(=O)Nc3ccc(S(=O)(=O)Nc4ncccn4)cc3)cc(=O)c2c1`?
Pf Dd2 growth: 11%

Results for COc1ccc(C(=O)N2CCCCCCNC(=O)[C@@H]3C[C@@H](c4nc(C(C)C)no4)C[C@@H]32)cc1F ?
Pf Dd2 growth: -1%

How did CNC(=O)[C@H]1C[C@H](Oc2cccnc2)CN1C(=O)NC1CCCCC1 do in these assays?
Pf Dd2 growth: -41%

How did O=C(c1ccc2c(Cl)c3c(nc2c1)CCCC3)N1CCN(c2ccccc2)CC1 do in these assays?
Pf Dd2 growth: -16%

How did Cc1ccc(-c2nc(C)c(CCNS(=O)(=O)c3ccc(F)c(C(F)(F)F)c3)s2)cc1 do in these assays?
Pf Dd2 growth: -13%

What do the screens show for `O=C1OC[C@@H]2CCN(C3CCC3)Cc3ccc(F)cc3N12`?
Pf Dd2 growth: inactive

Of the compounds above, these have a COOH group:
How did Cc1ccc(S(=O)(=O)c2[nH]c(-c3ccccc3)nc2SC(C)C(=O)O)cc1 (stereo unspecified) do in these assays?
Pf Dd2 growth: -22%

How did CCC(=O)N1CCc2cc(S(=O)(=O)NC(Cc3ccccc3)C(=O)O)ccc21 (stereo unspecified) do in these assays?
Pf Dd2 growth: 6%

In the list so far, these contain an aryl thioether with sulfur outside any ring:
How did Cc1ccc(S(=O)(=O)c2[nH]c(-c3ccccc3)nc2SC(C)C(=O)O)cc1 (stereo unspecified) do in these assays?
Pf Dd2 growth: -22%

Results for CC1=C(C(=O)Nc2cccnc2)C(c2ccc(Cl)cc2)n2nc(SCc3ccccc3)nc2N1 (stereo unspecified) ?
Pf Dd2 growth: inconclusive

How did CC(CNC(=O)c1ccc(CSc2nc3ccncc3n2Cc2ccccc2)cc1)c1ccccc1 (stereo unspecified) do in these assays?
Pf Dd2 growth: inconclusive

What do the screens show for `CSc1ccccc1NC(=O)CCS(=O)(=O)c1nc(-c2ccc3c(c2)OCO3)cc(C(F)(F)F)n1`?
Pf Dd2 growth: 59%[activator][5.79 µM]

(cont.)
How did CS(=O)(=O)c1ccc(O[C@H]2COCCN(Cc3ccccn3)C2)cc1 do in these assays?
Pf Dd2 growth: 13%[44.1 µM]

How did C=CCc1cc(C2CC(=O)Nc3[nH]ncc32)cc(OCC)c1OC (stereo unspecified) do in these assays?
Pf Dd2 growth: -23%

What do the screens show for `CCC(CC)C(=O)N1CCc2cc(OC)c(OC)cc2C1COc1ccc(C(=O)OC)cc1` (stereo unspecified)?
Pf Dd2 growth: inconclusive

Results for O=S(=O)(c1ccc(Br)cc1)c1nnn2c1nc(NCc1ccc3c(c1)OCO3)c1sccc12 ?
Pf Dd2 growth: inconclusive

Bioassay records from PubChem BioAssay.

Only part of the results is shown, so the mix of outcomes need not match the whole.
